Compound activity as filed in PubChem.
L3MBTL1 block – inhibitors of human L3MBTL1; Q9Y468; AlphaScreen L3MBTL1–H3K9me1 peptide binding; Potency, µM (series often up to 57.1 µM), for inactives: top-dose activity, negative = inhibition, usual class: inhibitors; 0.66% of 230,000 active; AID 485360; active means well fitted inhibition curve with a large enough effect; inconclusive means small, poorly fitted or top-dose-only effect; inactive means no such curve, though single readings can be large or run the other way; further: nearly all actives have a fitted effect of over 60% in size
Target sequence (Q9Y468 whole entry, looked up): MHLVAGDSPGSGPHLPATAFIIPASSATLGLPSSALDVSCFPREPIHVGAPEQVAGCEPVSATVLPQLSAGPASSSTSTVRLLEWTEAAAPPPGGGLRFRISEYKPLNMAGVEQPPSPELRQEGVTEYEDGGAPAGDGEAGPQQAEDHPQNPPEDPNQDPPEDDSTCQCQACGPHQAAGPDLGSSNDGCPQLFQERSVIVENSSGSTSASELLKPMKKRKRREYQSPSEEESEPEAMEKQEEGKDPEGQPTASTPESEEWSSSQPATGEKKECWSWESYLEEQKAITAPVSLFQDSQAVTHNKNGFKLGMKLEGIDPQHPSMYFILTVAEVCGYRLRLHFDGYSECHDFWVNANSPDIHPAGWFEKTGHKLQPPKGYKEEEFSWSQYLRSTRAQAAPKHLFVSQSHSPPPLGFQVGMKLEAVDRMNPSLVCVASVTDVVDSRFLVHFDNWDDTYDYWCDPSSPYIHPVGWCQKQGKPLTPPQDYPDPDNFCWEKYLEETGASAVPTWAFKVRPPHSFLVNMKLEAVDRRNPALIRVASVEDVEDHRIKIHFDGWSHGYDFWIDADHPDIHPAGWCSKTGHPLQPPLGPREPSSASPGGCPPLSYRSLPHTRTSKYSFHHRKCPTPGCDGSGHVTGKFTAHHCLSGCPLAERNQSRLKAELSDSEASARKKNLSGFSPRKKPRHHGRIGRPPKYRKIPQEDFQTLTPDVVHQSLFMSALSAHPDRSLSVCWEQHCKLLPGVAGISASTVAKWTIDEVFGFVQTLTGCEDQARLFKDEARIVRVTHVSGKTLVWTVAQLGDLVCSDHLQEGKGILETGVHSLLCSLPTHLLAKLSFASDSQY
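AlphaScreen proximity signal between nickel-chelate acceptor and streptavidin donor beads (final 10 ug/mL) reports binding of 50 nM L3MBTL1 to 75 nM biotin-H3 K9me1 peptide; complex incubated with compounds 30 min at room temperature; cefsulodin titration as control.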
Active calls of the source: *; ? = inconclusive; [ ] = another dose, or the depositor's remark. On the % scale 0 is the no-effect control and ±100 the full control effect; potency means the concentration at half of the fitted maximal effect.

SMILES	L3MBTL1 block
NC(=O)c1cc([N+](=O)[O-])c(Cl)cc1NCc1ccccn1	-3%
COC(=O)CCc1cccc(CCC(=O)OC)c1	4%
CN(C(=O)CSc1nnc2n1CCCCC2)C1(C#N)CCCCC1	-2%
O=C1C2CCCN2C(=O)N1CCCN1CCN(c2ccc([N+](=O)[O-])cc2)CC1 (stereo not drawn)	2%[2.29 µM]
COc1cccc(/C=C/C(=O)c2ccc3c(c2)OCO3)c1OC	3%
CCOc1ccc(NC(=O)CN(C)C(=O)c2ccccc2Cc2ccccc2)cc1OCC	-3%
COc1ccc(CC(=O)OCC(=O)c2c[nH]c3ccccc23)cc1	0%
CCCn1nc(C(=O)NC2CCCCCC2)c2ccccc2c1=O	4%
CCn1nc(C(=O)NNC(=O)c2cc(Cl)ccc2OC)c2ccccc2c1=O	16%
O=C(/C=C/c1cccc(F)c1)Nc1cc(S(=O)(=O)N2CCOCC2)ccc1Cl	-4%
Cc1c(C)c2c(OCC(=O)NCc3ccccn3)cc3c(c2oc1=O)CCC(C)(C)O3	9%
Cc1ccccc1C(=O)N1CCC(C(=O)OCc2ccccc2Cl)CC1	1%
Cc1nnc(SCCC(=O)Nc2ccc(Cl)cc2)o1	1%
Cc1ccc(O)c(NC(=O)c2ccccc2-c2ccccc2C(=O)O)c1	-11%
Cc1ccc(CNC(=O)c2ccc(N3CCC4(CC3)CC(c3cccc(Br)c3)=NO4)c([N+](=O)[O-])c2)cc1	-8%
Cc1cc(C)c(-c2csc(NC(=O)C3=COCCO3)n2)c(C)c1	14%
COc1ccc(C(C(=O)NCCC(C)C)N(CCO)C(=O)c2snc(C(N)=O)c2N)cc1 (stereo not drawn)	-1%
Cc1ccccc1NC(=O)c1cccnc1	3%
COc1cccc(CNC(=O)Cc2ccc(NC3=NC4CS(=O)(=O)CC4S3)cc2)c1 (stereo not drawn)	-1%
Cc1ccc(/C=N/NC(=O)C2COc3ccccc3O2)s1 (stereo not drawn)	-2%
O=C1[C@@H](Oc2ccccc2)[C@@H](c2ccncc2)N1c1ccncc1	-2%
COc1ccccc1NC(=O)c1ccc2c(c1)OCO2	-6%
COc1ccc(S(=O)(=O)N2CCN(C(=O)CN3C(=O)NC(C)(C)C3=O)CC2)cc1	1%
O=C1CC(N2CCN(S(=O)(=O)c3ccccc3F)CC2)C(=O)N1c1ccccc1Cl (stereo not drawn)	0%
CC[C@]1(c2ccccc2OC)ON(c2ccccc2C(F)(F)F)C1=O	44%[activator]
Cc1ccc([C@@H]2CC=C(C(=O)O)[C@H](c3ccccc3F)N2S(=O)(=O)c2ccc(C)cc2)cc1	3%
CCN(C(=O)COC(=O)/C=C/c1ccc(OC(F)F)c(OC)c1)C1CCS(=O)(=O)C1 (stereo not drawn)	-1%
CCCCn1c(N)c(N(CCOC)C(=O)c2ccc3c(c2)OCCO3)c(=O)[nH]c1=O	6%
CC1(NC(=O)Cc2c(F)cccc2Cl)CCS(=O)(=O)C1 (stereo not drawn)	0%
O=C(CSc1nnc(C2CC2)n1Cc1ccccc1)N1CCNC1=O	0%
COc1ccc(SC[C@H](Cc2ccccc2)N2CC[C@@H](C(C)(C)C)CCC2=O)cc1	4%
Cc1cc(C(=O)CCC(=O)NCC2COc3ccccc3O2)c(C)s1 (stereo not drawn)	-11%
COc1ccc(OC)c(NC(=O)c2cc(S(=O)(=O)N3CCCCC3)c[nH]2)c1	-1%
Cc1cccc(OCCCC(=O)NNC(=O)c2ccccn2)c1	-6%
C=C1/C=C(\C)[C@](C)(O)C[C@H](O)CC(=O)[C@H](O)[C@@H](O)[C@H](C)C[C@H](C)OC(=O)/C(C)=C/CC/C=C/[C@@H]2O[C@H]2C[C@H](C)C1	0%
Cc1cc(NC(=O)C(C)Sc2nnc(NCc3ccco3)s2)no1 (stereo not drawn)	-8%
Fc1ccc(-n2nnc(-c3ccccc3)n2)cc1	5%
Cc1cc(Cl)ccc1NC(=O)CN(C)C1=NS(=O)(=O)c2ccccc21	1%
CC(Sc1nnc(C2CC2)n1C1CC1)C(=O)Nc1ccc(C(N)=O)cc1 (stereo not drawn)	-7%
Cc1cc(NC(=O)c2ccc([N+](=O)[O-])cc2)no1	1%
COc1ccc(CC(=O)OCC(=O)Nc2cccc(C(C)=O)c2)cc1OC	5%
CC(=NNC(=O)c1cccc(S(=O)(=O)N2CCCC2)c1)c1ccccc1	-5%
COc1ccc(CCC(=O)OCC(=O)Nc2sccc2C(N)=O)cc1OC	-2%
O=C(CSc1nccc(=O)[nH]1)NC1CCCCCCC1	4%
CCC1(c2ccccc2)NC(=O)N(CC(=O)Nc2cccnc2Cl)C1=O (stereo not drawn)	-14%
COC(=O)c1ccc(/C=C/c2c(-c3ccsc3)sc3ccccc23)cc1	2%
C[C@@H]1CN(S(=O)(=O)c2c(F)cccc2F)CCN1S(=O)(=O)c1ccc2c(c1)OCCO2	-3%
CN1CCC(=O)N(CCSc2ccccc2)CC1	29%
COc1ccc2c(=O)cc(CO)oc2c1	-8%
O=C1C=C(Nc2ccc(F)cc2)c2ccccc2C1=O	-19%
Cc1ccccc1-c1nnc(SCC(=O)N(C)C2CCS(=O)(=O)C2)n1C (stereo not drawn)	-2%
COC(=O)[C@@]1(C)[C@H]2C(=O)N(Cc3ccccc3)C(=O)[C@H]2[C@H]2CN=C(SC)N21	-3%
O=C(COC(=O)CCC(=O)c1cccs1)NCCc1ccccc1	0%
O=C(NCCN1CCCCC1)Nc1cccc(Cl)c1Cl	-3%
Cc1cccc(NC(=S)NC(=O)Cc2ccccc2)c1C	5%
COc1ccc(CN(C)C(=O)COC(=O)c2ccc(-c3ccccc3)cc2)c(OC)c1OC	-4%
COc1cc(/C=C2\SC(N)=NC2=O)cc(OC)c1	7%
CC(C)(C)N(Cc1ccccc1)C(=O)COC(=O)C1CCN(c2ccc(C(F)(F)F)cn2)CC1	9%
COc1cc(OC)cc(-c2c(-c3cccs3)c3cc(-c4ccc(SC)cc4)ccc3n2C)c1	?
Cc1ccc(S(=O)(=O)N(C)C)cc1NC(=O)COc1cccc(-n2cnnn2)c1	4%
(cont.)
SMILES	L3MBTL1 block
O=C(c1ccco1)N1CCN(Cc2cc(=O)c(OCc3ccccc3)co2)CC1	-14%
CC(C)COc1ccc(C(=O)Nc2ncn[nH]2)cc1	41%[activator]
O=C(COC(=O)c1cnc(Cl)c(Cl)c1)Nc1cccc(S(=O)(=O)N2CCOCC2)c1	-1%
CC(=O)Nc1ccc(C(=O)OCC(=O)N(c2ccccc2)C2CCS(=O)(=O)C2)cc1 (stereo not drawn)	-7%
O=C(CSc1nnc(Nc2ccccc2F)s1)NCC1CCCO1 (stereo not drawn)	0%
CC(C)n1ncc2c(C(=O)N3CCN(c4ccc(F)cc4)CC3)cc(-c3ccccc3)nc21	-6%
Cc1ccc(N2CC(C(=O)OCC(=O)c3ccc(C)c([N+](=O)[O-])c3)CC2=O)cc1 (stereo not drawn)	3%
O=c1c2ccccc2oc2c1ccc1ccccc12	8%
CN(CC(=O)Nc1ccc(F)cc1)C(=O)CN1C(=O)c2cccc([N+](=O)[O-])c2C1=O	5%
CC[C@]1(C(=O)OC)[C@H]2C(=O)N(Cc3ccccc3)C(=O)[C@H]2[C@H]2CN(C)C(=NCc3ccccc3)N21	-16%
O=C(CCCN1C(=O)c2ccccc2C1=O)NCc1ccc(F)cc1	4%
CCOCCCN(C(=O)c1snc(C(N)=O)c1N)C(C(=O)NCCC(C)C)c1ccc(F)cc1 (stereo not drawn)	13%
COC(=O)C1CC(=O)N(c2ccc(OCc3ccccc3Cl)cc2)C1 (stereo not drawn)	0%[2.29 µM]
COc1cc(OC)c2c(-c3cccc(-c4ccc(F)c(Cl)c4)c3)cc(=O)oc2c1	10%
COc1ccccc1-c1nn(-c2ccccc2)cc1C(=O)N1CCN(C(=O)c2ccco2)CC1	2%
O=C(COC(=O)[C@@H]1CC(O)CN1S(=O)(=O)c1ccc2c(c1)OCCO2)Nc1cc(F)ccc1F (stereo partly drawn)	-1%
CCOC(=O)c1cc(C(=O)OCC)c(=O)[nH]c1SCc1ccccc1	-3%
COC(=O)c1ccccc1S(=O)(=O)N1CCC(C(=O)NCC2CCCO2)CC1 (stereo not drawn)	4%
Cc1cc2[nH]c(=O)c(=O)[nH]c2cc1S(=O)(=O)Nc1ccccc1F	14%
Cc1cc(SCC(=O)OCC(=O)N(C)C2CCS(=O)(=O)C2)c(C)cc1Br (stereo not drawn)	5%
CC1Cc2ccccc2N1C(=O)COC(=O)Cc1ccc(F)cc1 (stereo not drawn)	3%
Cn1nc(-c2ccccc2)nc1-c1ccccc1	0%
COc1cccc(CN(C)C(=O)C(Cc2ccccc2)NC(=O)c2ccccc2)c1OC (stereo not drawn)	1%
Cc1ccc(C(=O)NCC(=O)OC(C)C(=O)Nc2ccccc2[N+](=O)[O-])s1 (stereo not drawn)	1%
C=CC[C@@H](Cc1ccc(F)cc1)C(=O)OC[C@@H]1CCCN1C(=O)[C@@H](CC=C)CC(=O)NCCO	2%
O=S1c2ccccc2Nc2ccccc21	1%
COc1ccc2oc(C(=O)Nc3ccccc3N3CCOCC3)c(C)c2c1	2%
O=C(OCn1nnc2ccccc2c1=O)c1cccc(S(=O)(=O)N2CCOCC2)c1	-9%
COc1ccc2nc(N3CCN(C(=O)C4COc5ccccc5O4)CC3)sc2c1 (stereo not drawn)	-7%
O=C(CNC(=O)c1ccccc1F)OCC(=O)c1c[nH]c2ccccc12	-2%
C[C@H](CO)N1C[C@H](C)[C@@H](CN(C)Cc2ccc(C(=O)O)cc2)Oc2ccc(NS(=O)(=O)c3cn(C)cn3)cc2C1=O	-3%
Cc1noc(C(=O)N2CCN(c3ccccc3)CC2)c1Cl	9%
COc1cc(CCC(=O)OCC(=O)N2CC(=O)Nc3ccccc32)cc(OC)c1OC	10%
COc1ccc2sc(-c3ccc(SC)cc3)c(-c3ccc(O)cc3)c2c1	2%
Cn1c(=O)[nH]c(=O)c2c1nc(NCCO)n2CCOc1ccccc1	-5%
Cc1ccc(CSCCNC(=O)CN(c2ccc(F)cc2)S(C)(=O)=O)cc1	-6%
CCCCc1nnc(NC(=O)c2oc3ccc(OC)cc3c2C)s1	-4%
COc1ccc2[nH]c3c(c2c1)CCN1C(=O)C(CC(=O)NCCCn2ccnc2)C[C@H](C(=O)N2CCOCC2)[C@@]31CCC1CCCC1 (stereo partly drawn)	-5%
NS(=O)(=O)c1cccc(NC(=O)CCc2ccc(S(=O)(=O)N3CCOCC3)cc2)c1	3%
COc1ccc(OC)c(S(=O)(=O)n2ccc(C)n2)c1	11%
N#Cc1ccccc1OCC(=O)OCC(=O)NC1CCCCCC1	-1%
COc1ccc(Br)c(C(=O)NNC(=O)c2ccc(NS(=O)(=O)c3cccs3)cc2)c1	4%
CCOC(=O)CN1C(=O)CC(c2ccc([N+](=O)[O-])cc2)C1=O (stereo not drawn)	1%
Cc1ccc(OCCC(=O)OCC(=O)NCc2ccccc2)cc1	3%
CC(=O)Nc1ccc(S(=O)(=O)N2CCCC3CCCCC32)cc1 (stereo not drawn)	-1%
CCN1CCC(N2CCN(c3ccc(F)cc3)CC2)CC1	-6%
CC(C)(O)C1CC[C@@](C)([C@@H]2CC[C@]3(C)[C@H]2[C@H](O)CC2[C@@]4(C)CCC(O)C(C)(C)C4C(OC4OC(CO)C(O)C(O)C4O[C@@H]4OCC(O)C(O)C4O)C[C@]23C)O1 (stereo partly drawn)	-4%
COc1ccc(NC(=O)COC(=O)c2ccc3c(c2)OCCO3)cc1OC	4%
C=CCC1(C(=O)NCCO)CCN(C(=O)OC(C)(C)C)CC1	9%
CC(C)[C@H](NS(=O)(=O)c1ccccc1)C(=O)OCC(=O)NC1CCCCC1	3%
O=C(c1ccco1)N1CCN(C(=O)c2cn(-c3ccccc3)nc2-c2ccc(F)cc2)CC1	-6%
C=CCN(c1ccccc1)S(=O)(=O)c1cccc(C(=O)NCC(c2ccccc2OC)N2CCCC2)c1 (stereo not drawn)	-3%
CC(NC(=O)CNC(=O)c1cccs1)c1cccc(C(F)(F)F)c1 (stereo not drawn)	0%
O=C(NCC(c1ccco1)N1CCCCC1)c1ccc([N+](=O)[O-])s1 (stereo not drawn)	-12%

14 entries from above, in markdown:
| Compound | L3MBTL1 block |
| --- | --- |
| N#Cc1ccccc1OCC(=O)OCC(=O)NC1CCCCCC1 | -1% |
| COc1ccc(Br)c(C(=O)NNC(=O)c2ccc(NS(=O)(=O)c3cccs3)cc2)c1 | 4% |
| CCOC(=O)CN1C(=O)CC(c2ccc([N+](=O)[O-])cc2)C1=O (stereo not drawn) | 1% |
| Cc1ccc(OCCC(=O)OCC(=O)NCc2ccccc2)cc1 | 3% |
| CC(=O)Nc1ccc(S(=O)(=O)N2CCCC3CCCCC32)cc1 (stereo not drawn) | -1% |
| CCN1CCC(N2CCN(c3ccc(F)cc3)CC2)CC1 | -6% |
| CC(C)(O)C1CC[C@@](C)([C@@H]2CC[C@]3(C)[C@H]2[C@H](O)CC2[C@@]4(C)CCC(O)C(C)(C)C4C(OC4OC(CO)C(O)C(O)C4O[C@@H]4OCC(O)C(O)C4O)C[C@]23C)O1 (stereo partly drawn) | -4% |
| COc1ccc(NC(=O)COC(=O)c2ccc3c(c2)OCCO3)cc1OC | 4% |
| C=CCC1(C(=O)NCCO)CCN(C(=O)OC(C)(C)C)CC1 | 9% |
| CC(C)[C@H](NS(=O)(=O)c1ccccc1)C(=O)OCC(=O)NC1CCCCC1 | 3% |
| O=C(c1ccco1)N1CCN(C(=O)c2cn(-c3ccccc3)nc2-c2ccc(F)cc2)CC1 | -6% |
| C=CCN(c1ccccc1)S(=O)(=O)c1cccc(C(=O)NCC(c2ccccc2OC)N2CCCC2)c1 (stereo not drawn) | -3% |
| CC(NC(=O)CNC(=O)c1cccs1)c1cccc(C(F)(F)F)c1 (stereo not drawn) | 0% |
| O=C(NCC(c1ccco1)N1CCCCC1)c1ccc([N+](=O)[O-])s1 (stereo not drawn) | -12% |

Some of the compounds tested (hit frequency here may not be typical).
